Screens (PubChem BioAssay)
MITF inh: inhibitors of human MITF | O75030 | AlphaScreen MITF homodimerization, bead proximity signal | inhibition, % at 2.6 µM | hit rate 0.91% among 650,000; in the data active = inhibition above about 50%;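 also: 0% = vehicle wells with protein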
TEAD-YAP inh: TEAD-YAP interaction inhibition; hit rate 1.4% among 640,000; AID 1259422; HEK-TIYL cells, TEAD-Gal4/YAP UAS-luciferase luminescence; inhibition, % at 9.12 µM; in the data active = inhibition above about 32%;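 also: 0% = median of test compound wells and 100% = reference inhibitor wells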
GPR151 activ: activates the human receptor GPR151 | Q8TDV0 | PathHunter beta-arrestin GPR151 cells, luminescence | activation, % at 11.2 µM | hit rate 1% among 650,000; in the data active = activation above about 4.9%;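 also: 0% = median of compound wells and 100% = cells with positive control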
FBW7 activator: activators of human E3 ligase FBW7 | Q969H0 | normalized activity (activation), % at 26.1 µM | AlphaScreen FBW7–phospho-cyclin E peptide binding, activator screen | hit rate 0.13% among 650,000; in the data active = normalized activity above about 1.9%;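 also: purified mutant Fbw7 with reduced substrate affinity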
Target sequence (Q969H0 whole entry, looked up): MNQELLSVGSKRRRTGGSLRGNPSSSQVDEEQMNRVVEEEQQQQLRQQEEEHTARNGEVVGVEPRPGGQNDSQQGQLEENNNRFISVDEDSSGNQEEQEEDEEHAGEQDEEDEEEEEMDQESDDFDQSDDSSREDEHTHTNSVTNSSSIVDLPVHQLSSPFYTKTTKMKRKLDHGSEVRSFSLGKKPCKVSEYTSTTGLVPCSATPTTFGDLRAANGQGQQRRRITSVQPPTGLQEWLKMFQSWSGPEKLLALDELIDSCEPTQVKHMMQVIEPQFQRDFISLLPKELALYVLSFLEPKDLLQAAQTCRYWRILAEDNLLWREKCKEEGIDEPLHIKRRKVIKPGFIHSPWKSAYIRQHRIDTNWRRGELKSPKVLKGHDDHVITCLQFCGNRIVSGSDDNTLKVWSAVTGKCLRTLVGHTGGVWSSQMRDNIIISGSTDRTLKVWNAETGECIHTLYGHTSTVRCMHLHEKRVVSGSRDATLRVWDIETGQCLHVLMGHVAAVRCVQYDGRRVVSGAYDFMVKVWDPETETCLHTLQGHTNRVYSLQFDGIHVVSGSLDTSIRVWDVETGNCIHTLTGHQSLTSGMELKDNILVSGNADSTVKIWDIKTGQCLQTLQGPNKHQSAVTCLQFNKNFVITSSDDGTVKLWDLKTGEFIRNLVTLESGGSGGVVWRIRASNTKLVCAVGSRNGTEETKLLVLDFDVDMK
The depositor's hits bear a star.

SMILES	FBW7 activator	TEAD-YAP inh	GPR151 activ	MITF inh
C=CCOC(=O)C1=C(C)Nc2c(c(=O)n(C)c(=O)n2C)C1c1cccs1 (configuration not stated)	-0.1	-6	2.8	10
Cc1cc2nn(-c3ccccc3)nc2cc1NC(=O)c1ccccc1	-0.2	-8	-0.6	0
COc1cc(CN2CCN(Cc3ccccc3Br)CC2)cc(OC)c1	-0.1	-5	0.4	89*
CC(=O)Nc1ccc(Nc2cc(C)nc(Nc3ccccn3)n2)cc1	0.3	-47	0.1	16
COc1ccccc1CN1CCN(Cc2ccc(C(F)(F)F)cc2)CC1	-0.2	-16	0.7	60*
COC(=O)/C=C1\SC(=O)N(CN2CCCCC2)C1=O	0.2	-4	0.8	16
O=C(CN1C(=O)CCC1=O)Nc1ccc(-c2nc3ccccc3s2)c(O)c1	0.0	-50	1.1	-3
Cc1ccccc1/C=N/Nc1ccc(S(N)(=O)=O)cc1[N+](=O)[O-]	2.0*	-13	0.5	14
NCCCC[C@@H]1NC(=O)[C@@H]2C[C@H](NC(=O)Nc3cccc(Cl)c3)CN2C1=O	-0.1	-3	-0.6	-4
Cc1cc(C)c(NS(=O)(=O)c2ccc(CN3C(=O)c4cccnc4C3=O)s2)c(C)c1	-0.1	-7	-1.9	25
CC1(C)C(N(O)C(=O)NC2CCCCC2)N(C2CCCCC2)C(=O)N1CCC1=CCCCC1 (configuration not stated)	0.0	4	0.5	1
CC(C)(C)c1ccc(C(=O)Nc2ccc3oc(-c4cc(Br)ccc4Cl)nc3c2)cc1	0.3	-17	0.1	-1
Cc1ccc([N+](=O)[O-])cc1NC(=O)c1ccccc1C(=O)O	0.0	4	2.7	0
C/C(Cl)=C\Cn1c(Nc2ccc(C)cc2)nc2c1c(=O)n(C)c(=O)n2C	-0.2	-2	-0.2	9
Cn1c(=Nc2cccc(O)c2)ccc2ccccc21	-0.6	2	-0.3	36
O=S(=O)(c1ccc(F)c(Cl)c1)N1CCCC(COCc2ccccc2)C1 (configuration not stated)	0.0	5	2.0	4
Cc1ccn2cc(C(=O)NCc3ccco3)nc2c1	-0.4	0	0.9	-9
O=S(=O)(NCCNc1ncnc2sc3c(c12)CCCC3)c1ccccc1	0.0	-3	0.9	5
Cc1cc(F)c(F)c(C(=O)NC2CC2)c1Cl	0.2	-3	2.0	16
O=C(CCSCCc1ccccn1)Nc1cccc(F)c1	-0.1	-13	-1.2	2

4 of these compounds, reformatted:
compound: Cc1cc(C)c(NS(=O)(=O)c2ccc(CN3C(=O)c4cccnc4C3=O)s2)c(C)c1
  FBW7 activator: -0.1; TEAD-YAP inh: -7; GPR151 activ: -1.9; MITF inh: 25
compound: CC1(C)C(N(O)C(=O)NC2CCCCC2)N(C2CCCCC2)C(=O)N1CCC1=CCCCC1 (configuration not stated)
  FBW7 activator: 0.0; TEAD-YAP inh: 4; GPR151 activ: 0.5; MITF inh: 1
compound: CC(C)(C)c1ccc(C(=O)Nc2ccc3oc(-c4cc(Br)ccc4Cl)nc3c2)cc1
  FBW7 activator: 0.3; TEAD-YAP inh: -17; GPR151 activ: 0.1; MITF inh: -1
compound: Cc1ccc([N+](=O)[O-])cc1NC(=O)c1ccccc1C(=O)O
  FBW7 activator: 0.0; TEAD-YAP inh: 4; GPR151 activ: 2.7; MITF inh: 0

Other compounds follow.
SMILES	FBW7 activator	TEAD-YAP inh	GPR151 activ	MITF inh
CCc1ccc(CNc2nc3nc4c(c(=O)n3[nH]2)CCC4)cc1	-0.2	-5	0.5	-4
c1ccc(-c2nc3ccccc3nc2-c2ccc(-c3nc4ccccc4nc3-c3ccccc3)cc2)cc1	-0.1	11	1.3	26
CCOC(=O)Cc1csc(NC(=O)c2ccc(S(=O)(=O)N3CCN(C(=O)OCC)CC3)cc2)n1	-0.1	11	-1.2	-7
O=C(O)c1c[nH]c2ccc([N+](=O)[O-])cc2c1=O	-0.2	-2	-1.0	-11
O=C(NCCC1=CCCCC1)C1C2C=CC3(CN(Cc4cccs4)C(=O)C13)O2 (configuration not stated)	-0.2	2	-1.3	-4
N/C(=N\OC(=O)c1ccc2ccccc2c1)c1ccccc1Cl	-0.2	-31	-1.1	6
CC(C)COc1ccc(C(=O)Nc2ccc(S(=O)(=O)Nc3ncccn3)cc2)cc1	-0.2	-3	0.4	-12
Cc1cc(C(=O)c2ccccc2)c(NC(=O)CN2CCc3ccccc3C2)s1	-0.1	-5	-0.7	16
Cc1c(C(=O)NC2CCCCC2)sc2ncn(CC(=O)N3CCC(C)CC3)c(=O)c12	0.1	3	1.6	-7
CCS(=O)(=O)NCCc1cn2ccccc2n1	-0.3	-7	0.3	-3
Cc1ccc(S(=O)(=O)N2CCN(C(=O)c3nc4nccc(C)n4n3)CC2)cc1	0.0	0	-0.7	-3
OC(CSc1nncn1-c1ccccc1)C(F)(F)F (configuration not stated)	0.2	9	-0.5	-5
CCSc1nnc2c(n1)OC(c1c(OC)cc(OC)cc1OC)Nc1ccccc1-2 (configuration not stated)	-0.1	-21	-0.4	-2
CCOc1ccc(CN2CCC3(CC2)NC(=O)c2ccccc2N3)cc1	0.1	4	-0.8	4
COc1ccc(NC(=S)N(CCCN2CCCC2)Cc2ccco2)cc1Cl	-0.2	-3	0.5	-12
CSc1nnc2c(n1)OC(c1cccn1C)N(C(C)=O)c1ccccc1-2 (configuration not stated)	0.1	-13	0.0	0
CCOC(=O)C1=C(CC)NC2=C(C(=O)CCC2)C1c1ccc(O)cc1 (configuration not stated)	0.3	7	0.4	-4
Cc1ccc(OC(=O)N[C@H]2C[C@H]3C(=O)N[C@@H](CO)C(=O)N3C2)cc1	0.9	-17	-1.3	-16
O=C(CSc1nc2ccccc2[nH]1)Nc1ccccc1	-0.3	-34	-1.1	6
CC(C)CCC1(C2CCN(C(=O)Cc3ccccc3F)CC2)NC(=O)NC1=O (configuration not stated)	-0.1	-3	2.7	4
Cc1cc(NC(=O)COC(=O)/C=C/c2ccc(C)o2)no1	0.0	7	0.5	-2
CCN1CCN(S(=O)(=O)c2ccc(OC)c(I)c2)CC1	0.0	6	11*	5
COc1ccc(OCc2cc(C(=O)N(C)Cc3nccs3)no2)c(Cl)c1	0.0	-19	1.5	0
CC1(C)OC(c2cccc([N+](=O)[O-])c2)Nc2ccccc21 (configuration not stated)	-0.1	-2	-0.7	-14
Cc1nc2ccc3nc(NC(=O)c4cccc([N+](=O)[O-])c4)sc3c2s1	0.0	1	0.1	-8
Cc1ccc(S(=O)(=O)NCC(c2ccc3c(c2)CCN3C)N2CCCCC2)s1 (configuration not stated)	-0.1	0	0.4	4
CC(C(=O)N1CCCCC1)n1ncn2cccc2c1=O (configuration not stated)	-0.1	1	-0.1	5
CN(C(=O)CSc1cccc[n+]1[O-])c1ccccc1	-0.1	-11	-0.3	-4
COc1ccc(-c2nc(CS(=O)CC(=O)NCCC3=CCCCC3)c(C)o2)cc1 (configuration not stated)	-0.1	-18	0.5	2
O=C(CCC1CCCCC1)Nc1nccs1	0.0	-18	-0.9	6
COCCNC(=O)c1ccccc1NC(=O)c1ccc(I)cc1	-0.1	-1	-2.3	19
CCN1C(=O)c2cccc3c(S(=O)(=O)Nc4cccc(OC)c4)ccc1c23	0.1	-2	0.3	1
O=C(CCCc1ccccc1)Nc1cccc(C(=O)O)c1	-0.1	4	-6.2	-5
CC12CCC(C/C1=N/N=C/c1cc3c(cc1[N+](=O)[O-])OCO3)C2(C)C (configuration not stated)	-0.3	-5	1.1	2
CCOc1ccccc1CN1CCNC(=O)C1CC(=O)NCc1ncccc1C (configuration not stated)	-0.2	2	0.0	-1
Cc1c(C(=O)OC(C)C)sc(NC(=O)c2ccccc2F)c1C#N	0.0	-3	5.8*	-1
CN(c1ccccc1)S(=O)(=O)c1ccc(C(=O)N=c2sc3cc(Cl)ccc3n2C)cc1	0.0	1	0.1	4
CC1CC(C)CN(C(=O)CNc2nc(C#N)c(C#N)[nH]2)C1 (configuration not stated)	0.0	5	-0.5	-1
Cc1nonc1CN(C)Cc1c(C(=O)N2CCCCC2)nc2sccn12	0.3	1	0.5	14
CCn1c(CNC(=O)C23CC4CC(CC(C4)C2)C3)nnc1SC	0.0	8	3.3	3
O=C(NC(=S)Nc1nc(-c2ccccc2)cs1)c1cc2ccccc2o1	-0.1	-3	-0.9	14
Cc1nc(-c2ccccc2F)cc(N2CCc3ccccc3C2)n1	-0.1	-2	0.5	2
CCOc1cccc(=O)c2c(C)n(CC3CCCO3)c(C)c12 (configuration not stated)	-0.4	3	0.2	6
Cc1ccccc1Cn1c(C)nc2ccc([N+](=O)[O-])cc2c1=O	-0.1	-6	1.5	3
Cc1cc(C2C(C#N)=C(N)N(c3cccc([N+](=O)[O-])c3)C3=C2C(=O)CCC3)c(C)s1 (configuration not stated)	-0.4	-7	-1.2	8
c1cncc(COc2nc3cc4c(cc3cc2CNCC2COCCO2)CCC4)c1 (configuration not stated)	0.3	1	-0.9	10
CC1=C(C(=O)c2ccccc2)C(c2c(F)cccc2F)NC(=O)N1 (configuration not stated)	0.4	-16	2.8	8
COc1ccc(C(=O)Nc2ccc(C(=O)O)cc2)c(OC)c1	-0.1	2	-0.4	-4
Cc1ccc(C)n1-c1ccc(N2CCOCC2)cc1	0.3	16	2.2	8
CCc1ccccc1N(C)C(=O)NCc1noc2ccccc12	0.5	-14	-1.3	13
CCCCOc1ccc(S(=O)(=O)Nc2cccnc2)cc1	-0.1	16	1.8	8
Cc1cccc(CNC(=O)CCc2nnc(CCc3c[nH]c4ccccc34)o2)n1	0.0	-5	1.0	9
COc1ccc(OC)c2c(C)cc(N3CCC(C)CC3)nc12	0.2	0	-1.6	18
CC(C)c1ccc(CN(C(=O)C2COc3ccccc3O2)C2CCS(=O)(=O)C2)cc1 (configuration not stated)	0.1	-3	0.2	10
CC(=O)Nc1ccc2c3c(cccc13)C(=O)N(c1ccccc1)C2=O	0.1	8	1.9	2
O=C(Nc1ccc(F)c([N+](=O)[O-])c1)c1cc2ccccc2o1	0.2	0	-1.4	13
CCc1c(C)nc(SCC(=O)NCCc2ccc(OC)c(OC)c2)[nH]c1=O	0.0	17	3.0	11
Cc1nnc2n1CCN(Cc1ccsc1)CC2	0.0	-5	-0.1	-6
COC(=O)[C@@H]1C[C@@H](NC(=O)c2ccccc2F)CN1Cc1cccc2ccccc12	0.1	9	-1.3	10
CCC(=O)Nc1ccc(NC(=O)COc2ccc(CC)cc2)cc1	-0.1	6	0.4	-12

(continued)
SMILES	FBW7 activator	TEAD-YAP inh	GPR151 activ	MITF inh
COc1cc(-c2ccc(SC)cc2)cc2c1OCCN(C(=O)c1cnn3cccnc13)C2	-0.1	-3	0.8	-2
CCCc1nnc(SCC(=O)Nc2nccs2)n1-n1cccc1	0.7	2	2.2	16
CC1CN(C(=O)c2cccc(Cl)c2)CC(C)O1 (configuration not stated)	-0.1	9	0.0	6
CCN(CC)c1ccc(/C=C2/C(=O)N=C(N)N2C)cc1	0.1	-7	-1.3	8
N#Cc1c(N/C=C(\C=O)c2nc3cc(Cl)ccc3o2)sc2c1CCC2	-0.2	1	-1.1	3
Cc1ccc(OCC(=O)Nc2sc3c(c2C(N)=O)CCCC3)c(C(C)(C)C)c1	-0.1	-30	-1.2	19
O=C(CS(=O)(=O)c1cn(Cc2ccc(Cl)cc2)c2ccccc12)Nc1nccs1	0.1	-1	1.7	13
CCCN1C(=O)C(O)(CC(=O)c2ccc(I)cc2)c2ccccc21 (configuration not stated)	0.0	-4	0.6	0
CCOC(=O)c1c(C)[nH]c(C)c1C(=O)COC(=O)CNC(=O)c1ccccc1F	0.0	-3	0.5	14
Cc1cc(NCc2nc3ccccc3[nH]2)nc(N2CCC(N3CCOCC3)CC2)n1	-0.1	1	0.4	-13
c1nc(Nc2ccc(N3CCOCC3)cc2)cc(Nc2ccc3c(c2)OCO3)n1	-0.4	-3	-0.7	8
CC(=O)N1CCN(Cc2ccc3c(c2)CN(Cc2ccccc2C)CCO3)CC1	0.2	-1	-1.4	4
Cc1cc(C)cc(N=CC2=C(O)CC(C)(C)CC2=O)c1	0.1	-2	1.0	5
Cc1c(S(=O)(=O)Nc2ccccc2F)c(=O)n(C)c(=O)n1C	-0.2	4	-2.0	1
O=C(NCC(c1cccs1)N1CCOCC1)C(F)(F)F (configuration not stated)	0.0	-5	-0.2	-5
CCNC(=O)/C(=C\c1ccc(OC)cc1)NC(=O)c1ccc(Br)cc1	0.1	6	5.1*	11
CN(C)CCN(Cc1ccccc1)C(=O)[C@H](N)Cc1ccc(-c2cn[nH]c2)cc1	-0.2	-2	0.3	-6
O=C(CCOc1ccccc1)Nc1ccnn1C1CCN(Cc2ccccc2)CC1	-0.1	3	0.4	0
CCc1c(O)nc(SCC(=O)Nc2nc3ccc(C(=O)OC)cc3s2)[nH]c1=O	-0.3	5	1.2	-5
CNC(=O)CN(c1ccc(Cl)cc1Cl)S(C)(=O)=O	0.4	12	-1.5	14
O=C(N/N=C/c1ccccc1I)C(=O)Nc1cccc(F)c1	0.1	-7	-0.2	-1

Single entries from above.
CCC(=O)Nc1ccc(NC(=O)COc2ccc(CC)cc2)cc1 in FBW7 activator is listed with -0.1
CCc1c(O)nc(SCC(=O)Nc2nc3ccc(C(=O)OC)cc3s2)[nH]c1=O in FBW7 activator is listed with -0.3
